# HEK293 NFkB inh: inhibitors of the PMA/ionomycin-induced NF-kB reporter in HEK293 cells; HEK-293 NF-kB luciferase reporter, luminescence; inhibition, % at 3 µM; 62,000 compounds, 0.21% hits; AID 465;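 active means inhibition above the mean of all tested compounds plus 3 SD, cut at about 40% in these data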;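 further: 0% = stimulated DMSO wells and 100% = 10 µM reference inhibitor 5653914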
#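 Material: HEK-293 cells with stable firefly luciferase reporter driven by four HIV NF-kB elements / Also added: PMA plus ionomycin mix as NF-kB-activating stimulus / Compound dosing: 3 µM once, 0.30% DMSO / Times: 1 h pretreatment, 16 h stimulation, 37 °C / Signal: luminescence / Evaluation: per-plate % inhibition versus controls / Benchmarks: DMSO and 10 µM reference inhibitor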
# NADH enzymes: inhibition of NAD/NADH coupling enzymes, library profiling; coupled PK/LDH NADH assays, four targets; IC50, µM (doses to about 10 µM), inactives show at the top dose inhibition; 65,000 compounds, 0.02% hits; AID 774;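 active means single-dose screening hits from any of four coupled enzyme assays that gave an IC50 when retested across doses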;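 further: the DPM-DC format reads NADH fluorescence rather than 340 nm absorbance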
# M1 antagonist: M1 muscarinic receptor (rat) antagonism; P08482; CHO-M1 cells, Fluo-4 calcium, ACh EC80 antagonist mode; active compounds read low; B-score at 10 µM; 64,000 compounds, 3.4% hits; AID 628;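 active means calcium fluorescence response, raw or row-and-column corrected B-score, differing from the plate sample mean either way at a set confidence level, mostly lower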
# Target sequence (P08482 whole entry, looked up): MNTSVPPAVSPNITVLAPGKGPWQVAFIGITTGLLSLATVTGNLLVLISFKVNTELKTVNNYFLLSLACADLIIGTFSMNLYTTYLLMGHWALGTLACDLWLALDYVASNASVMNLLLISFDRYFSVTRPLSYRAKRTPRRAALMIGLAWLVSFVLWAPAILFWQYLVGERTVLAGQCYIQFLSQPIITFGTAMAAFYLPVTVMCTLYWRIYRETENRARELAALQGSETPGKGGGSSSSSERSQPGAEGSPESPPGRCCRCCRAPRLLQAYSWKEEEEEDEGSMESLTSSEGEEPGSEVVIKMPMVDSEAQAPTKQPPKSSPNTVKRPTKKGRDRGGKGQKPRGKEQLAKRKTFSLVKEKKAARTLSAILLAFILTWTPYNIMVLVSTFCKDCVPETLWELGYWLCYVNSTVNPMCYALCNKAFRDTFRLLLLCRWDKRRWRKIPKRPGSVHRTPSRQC
# TNAP act DEA: human TNAP activation, intermediate phosphate acceptor | purified TNAP, CDP-star luminescence, 100 mM DEA, 30 min; active compounds read high; scale: 0 levamisole-inhibited, 1 vehicle-only enzyme | P05186 | AID 813 | activation factor at 20 µM | 64,000 tested, under 10 active;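 active means activation factor of at least 2 at 20 µM, relative to controls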
# SF1 activator: activators of human nuclear receptor SF-1 | CHO-K1 Gal4-SF-1 LBD luciferase reporter; % increase over DMSO SF-1-specific signal | activation, % at 10 µM | 65,000 compounds, 1.9% hits | AID 522;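 active means activation above the mean activation of all tested compounds plus 3 SD, cut at about 50% in these data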
#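 material = CHO-K1 cells with Gal4–hSF-1 LBD chimera plus Gal4-driven luciferase | compound = 10 µM single point, 1% DMSO | incubation = 20 h compound exposure at 37 °C after 1 h cell settling | measured by = SteadyLite luciferase luminescence | evaluation = percent activation relative to DMSO median and mock-transfected background | control set = DMSO negative control and −SF1 background wells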
# Ecoli tolC: blocks growth of E. coli BW25113 tolC mutant | OD615 | growth inhibition, % at 10 µM (by protocol) | 65,000 compounds, 2.2% hits | AID 573;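 active means growth inhibition at or above a cutoff equal to the mean over every tested compound plus 3 SD, cut at about 60% in these data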;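 further: growth measured after 20 h incubation at 37 °C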
#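 test system = E. coli BW25113 ΔtolC::kan bacteria | medium = LB with kanamycin 50 µg/mL | signal = OD at 615 nm | schedule = 37 °C, 20 h exposure | evaluation = % inhibition of E. coli growth | compound dosing = one dose of 10 µM final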
# D1 allo mod: allosterically modulates the human D1 dopamine receptor | P21728 | HEK293 D1, CRE-luciferase, dopamine EC30 potentiation; actives deviate in either direction | B-score at 10 µM | 58,000 compounds, 5.9% hits | AID 641;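 active means luminescence count or its row- and column-corrected plate score outside the 99.7% band of the plate's sample wells, on either side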
# Target sequence (P21728 whole entry, looked up): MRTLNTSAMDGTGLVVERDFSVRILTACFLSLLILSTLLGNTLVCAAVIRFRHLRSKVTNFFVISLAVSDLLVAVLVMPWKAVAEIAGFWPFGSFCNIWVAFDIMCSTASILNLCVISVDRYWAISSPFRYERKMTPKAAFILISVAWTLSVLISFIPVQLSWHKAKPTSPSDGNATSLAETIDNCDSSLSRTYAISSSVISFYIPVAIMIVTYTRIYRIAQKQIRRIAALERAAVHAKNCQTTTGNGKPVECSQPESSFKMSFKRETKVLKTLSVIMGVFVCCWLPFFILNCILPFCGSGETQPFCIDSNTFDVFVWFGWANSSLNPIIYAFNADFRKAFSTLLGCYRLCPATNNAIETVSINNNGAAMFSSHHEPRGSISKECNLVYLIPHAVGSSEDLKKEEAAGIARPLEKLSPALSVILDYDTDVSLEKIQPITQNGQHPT
# Jurkat tox 60K: reduces viability or proliferation of Jurkat cells | 56,000 compounds, 1.2% hits | Jurkat E6.1 viability, ATP luminescence, 48 h | inhibition, % at 4 µM | AID 463;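 active means inhibition above the mean inhibition of all tested compounds plus 3 SD, cut at about 28% in these data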
# M1 ag: M1 muscarinic receptor agonism; CHO-M1 cells, Fluo-4 calcium fluorescence, agonist mode; active compounds read high; B-score at 10 µM; 64,000 compounds, 3% hits; AID 626;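 active means fluorescence rise, raw or as B-score row- and column-corrected plate score, outside the 99.7% band of its plate's samples, either direction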
# Active calls of the source: *; . = no result given; [ ] = remark or other dose. Compounds were not picked by outcome, and some 15% of all compounds hit somewhere here.
SMILES,HEK293 NFkB inh,NADH enzymes,M1 antagonist,TNAP act DEA,SF1 activator,Ecoli tolC,D1 allo mod,Jurkat tox 60K,M1 ag
CCCCC1CC1C(=O)Nc1ccc(OC)c(OC)c1 (configuration not stated),.,1%,-0.18,0.8,-3,6,.,.,0.037
O=C(CN1C(=O)CSC1=O)N1CCc2ccccc2C1,-10,2%,-0.038,0.9,5,-3,-0.2,-6,-0.82
Nc1c(NCCC2=CCCCC2)c(=O)[nH]c(=O)n1Cc1ccccc1,2,8%,-0.0099,1,4,34,.,-3,-0.65
O=C1c2cccnc2C(=O)N1CO,3,7%,-2.4*,0.9,9,-4,.,-5,-0.78
COCCCNC(=O)CCn1c(=O)c2ccccc2n(CC(=O)Nc2ccccc2C)c1=O,9,6%,.,0.9,-6,-22,.,-8,.
CCOC(=O)N1CCN(C(=O)c2cc(-c3ccc(F)cc3)[nH]c2C)CC1,19,5%,0.27,1,-10,-9,-0.97,-18,-0.021
Cc1cc(C)n(-c2nc3c(c(=O)n(C)c(=O)n3C)n2C)n1,5,7%,1.1,1,-1,-29,-0.078,1,-0.34
CC(Sc1nc(-c2ccccc2)cc(C(F)(F)F)n1)C(=O)N1CCCC1 (configuration not stated),11,4%,-0.35,0.9,2,-1,-0.035,5,0.77
Cc1nc2sc(C)c(C)c2c(=O)o1,.,4%,-1.4,0.9,-5,9,.,.,-0.39
CC(=O)NC(Cc1ccccc1)C(=O)N1CCN(C(=O)c2cccs2)CC1 (configuration not stated),1,8%,-0.95,0.9,-14,-18,-0.6,.,1.6
COC(=O)CCC(=O)Nc1ccc(NC(C)=O)cc1,4,1%,-1.9,1,-24,2,-0.84,-6,5.5*
CCOC(=O)Cn1nnnc1CN(Cc1ccc(OC)cc1)Cc1cc2cc(C)cc(C)c2[nH]c1=O,6,5%,0.79,0.8,-10,5,0.24,6,-0.008
CCn1cc(C(=O)O)c(=O)c2cnc(N3CCN(C(=O)Nc4cccc5ccccc45)CC3)nc21,-3,6%,0.22,0.9,0,18,0.32,-4,0.074
C=CCSc1nncn1/N=C/c1ccc(OC)cc1,-22,2%,0.092,0.8,83*,10,-0.17,-2,0.05
CCOC(=O)c1sc(C)c(C(N)=O)c1NC1=NCCCCC1,20,11%,0.00057,0.9,24,-39,0.41,2,-1.4
CCOC(=O)c1c(C)[nH]c(C(=O)Cn2c(=O)oc3ccccc32)c1C,2,3%,0.013,0.9,12,0,-0.96,-3,-0.79
O=C(Nc1ccc(S(=O)(=O)NC2CCCC2)cc1)c1cnccn1,12,3%,-2.3,0.9,-13,-1,2,10,-0.67
CCOc1ccc(OCC)c(S(=O)(=O)NCCCN2CCOCC2)c1,.,5%,-0.39,0.9,.,0,0.82,.,-0.32
Cc1ccc(Oc2ccc(NC(=O)c3ccco3)cc2)cc1,-10,9%,.,0.8,73*,47,-0.021,6,.
CCOc1cccc(/C(O)=C2/C(=O)C(=O)N(CCOC)C2c2ccc(C)o2)c1 (configuration not stated),17,8%,0.74,1,3,-9,0.047,.,-2.1
Nc1ncnc2c1ncn2CCN1CCCCC1,19,2%,.,0.9,-9,6,.,11,.
COc1ccc(S(=O)(=O)N[C@H](C(=O)N2CC[C@@]3(O)CCCC[C@H]3C2)c2ccccc2)cc1,20,3%,-0.39,1,-6,18,.,8,0.56
CCn1c(=O)cc(OCC(=O)N(C)c2ccccc2F)c2ccccc21,12,1%,0.47,1,-20,15,-0.004,-10,0.0034
O=C(Nc1nnc(-c2ccco2)s1)C1CCCCC1,3,9%,0.45,1.1,-11,-12,0.34,0,0.33
COc1cccc(C2CC(c3ccccc3OC)n3nc(N)nc3N2)c1 (configuration not stated),9,6%,0.2,0.9,2,17,1.3,0,-0.51
Cc1noc(C)c1S(=O)(=O)N1CCCC(C(=O)Nc2cccnc2)C1 (configuration not stated),-9,6%,0.18,1,3,-22,-0.23,4,-1
O=C(COc1ccc2ccc(=O)oc2c1)Nc1ccc2c(c1)OCCO2,-3,12%,-0.27,1,-4,-19,-0.061,1,1.7
C=C(C)c1cccc(C(C)(C)NC(=O)NCCCn2ccnc2)c1,25,7%,-1.2,1,-1,-4,-0.8,-3,0.076
CCn1ncc(C2=NOC(C(=O)Nc3cc(OC)c(Cl)cc3OC)C2)c1C (configuration not stated),15,1%,0.61,0.9,1,-7,0.15,-1,0.69
CCC(C)[C@@H](C(=O)Nc1ccc(OC)c(OC)c1)N1Cc2ccccc2C1=O (some centres not stated),2,6%,0.56,0.9,12,10,.,2,0.68
CCOC(=O)N1CCC(Nc2c(Nc3cccc(CC)c3)c(=O)c2=O)CC1,14,7%,0.22,0.9,-26,37,-1.6,9,0.93
CC(=O)Nc1ccc(S(=O)(=O)Nc2cccc(N(C)S(C)(=O)=O)c2)cc1,3,2%,-0.38,0.9,2,10,-0.042,6,-0.25
CCCc1c(O)nc(SCc2ccccc2)[nH]c1=O,4,6%,-0.12,0.9,-8,11,0.22,2,-0.51
CSC1=NCCN1C(=O)c1ccc(S(=O)(=O)N2CCCCC2)cc1,18,2%,0.068,1,6,-15,.,-4,0.48
CCOC(=O)c1[nH]c(C)c(C(=O)N2CCN(C(=O)OCC)CC2)c1CC,-4,5%,.,0.9,7,-21,.,-1,.
Cc1ccc(-n2[nH]c(C)c(/C=N/n3c(C)nc4ccccc4c3=O)c2=O)cc1,1,6%,-0.64,0.8,15,60,-0.43,22,0.59
CCOC(=O)N1CCC(NC(=O)c2cccnc2SC)CC1,14,6%,0.0023,1,2,-17,4,0,-0.48
Cc1onc(-c2ccccc2)c1C(=O)n1cccn1,-5,3%,-1.9,0.8,2,-13,-0.0013,2,-0.81
CCC(=O)Nc1cccc(NC(=O)CSc2nnnn2C)c1,5,7%,-0.95,0.9,-1,-14,0.51,2,0.4
O=C(NCCc1csc(-c2ccccc2)n1)c1cccs1,6,1%,-0.24,0.9,-13,21,-5.1*,10,0.0023
CNC(=O)Cn1c(=O)n(C)c2ccccc21,8,6%,.,0.9,-15,-20,0.013,1,.
N#Cc1ccccc1NC(=O)CSc1nnc(-c2ccccc2O)n1-c1ccccc1,7,7%,0.77,1,-14,20,-0.72,6,0.46
CC(=O)Nc1nonc1-c1ccccc1,3,3%,0.021,1,-14,-7,1.9,-5,0.25
O=C1C(=O)N(CCN2CCOCC2)C(c2ccccn2)/C1=C(/O)c1ccc(Cl)cc1 (configuration not stated),10,8%,0.34,0.9,-2,-20,0.32,3,-0.31
CCOC(=O)N1CCN(c2c(Nc3ccc4c(c3)OCCO4)c(=O)c2=O)CC1,9,9%,0.077,1,-15,-17,0.73,3,0.027
O=C(Nc1ccc2c(c1)OCCO2)c1c(F)c(F)c(F)c(F)c1F,18,3%,-0.62,0.9,-4,3,0.02,5,-0.032
O=C1NCCc2c1[nH]c1c(Cl)ccc(Cl)c21,23,14%,0.2,1,-9,.,0.35,-9,28*
Cc1ccccc1Cn1cc(S(=O)(=O)CC(=O)Nc2nccs2)c2ccccc21,14,2%,-0.24,0.9,6,36,0.23,.,-0.41

# Of the compounds above, 3 have a furan ring, fused or not.
SMILES,HEK293 NFkB inh,NADH enzymes,M1 antagonist,TNAP act DEA,SF1 activator,Ecoli tolC,D1 allo mod,Jurkat tox 60K,M1 ag
Cc1ccc(Oc2ccc(NC(=O)c3ccco3)cc2)cc1,-10,9%,.,0.8,73*,47,-0.021,6,.
CCOc1cccc(/C(O)=C2/C(=O)C(=O)N(CCOC)C2c2ccc(C)o2)c1 (configuration not stated),17,8%,0.74,1,3,-9,0.047,.,-2.1
O=C(Nc1nnc(-c2ccco2)s1)C1CCCCC1,3,9%,0.45,1.1,-11,-12,0.34,0,0.33

# Continued.
SMILES,HEK293 NFkB inh,NADH enzymes,M1 antagonist,TNAP act DEA,SF1 activator,Ecoli tolC,D1 allo mod,Jurkat tox 60K,M1 ag
OCCN1CCOCCN(CCO)CCN(CCO)CC1,-2,7%,0.89,1.5,-9,-13,1.5,0,1.2
CN1CC=C2C(C#N)=C(N)C(C#N)(C#N)C(Cc3ccccc3)C2C1 (configuration not stated),20,3%,-0.7,0.9,-4,-2,-0.7,-1,30*
CNC(=O)c1nnn(Cc2ccccc2)c1NC(C)=O,-4,2%,0.83,0.8,20,-23,0.33,-3,-0.64
Cc1ccc(C)c(Oc2nnnn2-c2ccccc2)c1,16,6%,0.15,0.8,-14,14,0.64,16,1.5
CC1(C)CC(=O)C=C(NCCCNC2CCCCC2)C1,-10,6%,-0.7,0.9,-13,-7,-0.045,-4,0.88
COc1ccc(S(=O)(=O)N[C@H](C(=O)O)C(C)C)cc1,-2,6%,-0.64,1.1,1,-23,-0.32,-3,-0.44
COc1ccc(OC)c(S(=O)(=O)Nc2ccccc2SC)c1,5,1%,0.41,0.9,-9,8,-1.2,15,-0.35
Cc1[nH]c2ccc(CNS(=O)(=O)c3ccc(S(=O)(=O)N4CCOCC4)cc3)cc2c1C,14,2%,-0.059,0.8,11,0,.,.,-0.37
CCCN1C(=O)c2cc(C(=O)Nc3ccccc3CC)ccc2C1O (configuration not stated),3,5%,0.28,0.9,2,-5,0.0042,-8,-0.62
Cc1ccc(S(=O)(=O)NCCCNS(C)(=O)=O)cc1,11,8%,-1.5,0.9,-10,-16,-0.47,-1,0.36
CCOC(=O)C1CCCN(c2c(NCC3CCCO3)c(=O)c2=O)C1 (configuration not stated),3,4%,0.89,0.9,3,-16,0.7,-6,-0.99
Cc1cc2oc(C(=O)NCc3ccc4c(c3)OCO4)c(C)c2cc1C,-7,5%,-0.019,.,15,0,-0.33,-4,0.1
COc1ccccc1CNC(=O)CCCNS(=O)(=O)c1cccc2nsnc12,-4,6%,0.65,0.9,-6,-25,-0.35,5,-0.14
COC(=O)Cc1c(C)c2c(O)cc(C)cc2oc1=O,1,7%[fluoresces],-2.1,0.9,0,-7,0.57,2,0.69
CCC(=O)OCCn1c(=O)c2cc3c(=O)n(CCOC(=O)CC)c(=O)c3cc2c1=O,7,2%,0.16,0.8,-29,-19,-0.58,2,0.24
CC(C)NC(=O)Cn1c(SCC(=O)N2c3ccccc3CC2C)nc2ccccc21 (configuration not stated),14,5%,-0.38,1.1,2,1,-0.74,2,0.72
COc1cccc(N2CC(C(=O)OC(C)C(=O)c3ccccc3)CC2=O)c1 (configuration not stated),14,3%,-0.87,0.9,2,-6,-0.38,11,-0.35
CCOC(=O)C1CCCN(c2c(N3CCc4ccccc4C3)c(=O)c2=O)C1 (configuration not stated),1,1%,0.92,1,6,-2,1.4,-4,-0.057
CCCCn1c(CCNC(=O)CCC)nc2ccccc21,11,5%,0.013,0.9,-12,-5,0.31,0,0.12
CCOC(=O)CCSCC(=O)Nc1nnc(C)s1,7,1%,-2.4*,0.9,6,-11,-0.38,5,-0.25
CCc1[nH]nc2c1C1(C(=O)N(Cc3ccccc3)c3ccccc31)C(C#N)=C(N)O2 (configuration not stated),-1,0%,2.5,0.9,6,30,0.82,-7,0
CCOC(=O)c1ccc2nc(NC(=O)C(C)C)sc2c1,-40,4%,-1.3,0.9,43,0,5.4*,-3,-0.63

# High-throughput results (PubChem)
